KCNH2 3.1 inh: inhibitors of human KCNH2 3.1 potassium channel isoform. AID 720553. 340,000 compounds, 0.95% hits. activity change, % (tested at about 1.8 µM). U2OS KCNH2 3.1, thallium flux FluxOr; stronger effect = lower value;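 active means maximum activity change below -70%; inconclusive means maximum activity change from -70% to -50%; inactive means maximum activity change above -50%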;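 further: thallium influx rate constant from kinetic fluorescence after stimulation buffer; on the % scale 0 is the no-effect control and ±100 the full control effect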
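U2OS cells transduced with KCNH2 3.1 mutant virus (1.77 x 10^8 /mL, 4 h), plated overnight at 37 C, loaded 45 min with FluxOr dye plus Red40 quencher. Thallium flux rate constant from kinetic reads after stimulation buffer, normalised to controls.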
A-T KAP1 phos: potential ataxia-telangiectasia treatment | […] A-T fibroblasts, KAP-1 phosphorylation AlphaLISA; neocarzinostatin DNA damage 30 min before lysis | 320,000 compounds, 0.19% hits | Potency, µM (titrated, usually from 57.5 µM), without a hit: at the highest dose activation, hits mostly activators | AID 485349; further: potency means the concentration at half of the fitted maximal effect; % of control where 0% means no effect; nearly all actives have a fitted effect of over 45% in size
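hTERT-immortalized A-T patient fibroblasts ([…]), 500 cells/well in OPTI-MEM, 1% FBS, got compounds for 60 min, then NCS for 30 min at 37C. Lysates were then assayed for phospho-KAP-1 by AlphaLISA (anti-pKAP1 donor, anti-KAP1 acceptor beads), 6 hr at 25C.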
TRPV1 ag: activates the human vanilloid receptor TRPV1; 320,000 compounds, 0.19% hits; TRPV1-expressing cells, Fluo-8 calcium influx, agonist mode; activation, % at 8.33 µM; Q8NER1; in the data active means activation above about 80%; inconclusive means between about 30% and that limit; further: 0% is about no effect
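TRPV1-expressing cells were cultured overnight at 35.5C and loaded with Fluo-8 calcium dye for 40 to 90 min at room temperature. After a 10 s baseline, compound was added and calcium influx was read kinetically for 3 min (ex 480/em 520 nm).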
hERG WT inh: KCNH2 (human, wildtype) channel inhibition; Q12809; U2OS, BacMam KCNH2, thallium flux FluxOr; stronger effect = lower value; activity change, % at 1.84 µM; 340,000 compounds, 0.37% hits;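 active means maximum activity change below -70%; inconclusive means maximum activity change between -70% and -50%; inactive means maximum activity change above -50%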; further: on the % scale 0 is the no-effect control and ±100 the full control effect
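U2OS cells transduced with wild-type KCNH2 virus are loaded with FluxOr dye for 45 min, and thallium flux is measured in kinetic reads before and after stimulation buffer. Rate constants are normalized to DMSO controls.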
S-ASM inh: human S-ASM enzyme inhibition; AID 504937; placental ASM, HMU-PC fluorogenic substrate, 60 min; Potency, µM (top dose mostly 57.5 µM), without a hit: at the highest dose activity change, negative = inhibition, usual class: inhibitors; P17405; 340,000 compounds, 0.006% hits; further: potency means the concentration at half of the fitted maximal effect
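Steps: dispense placental human ASM, pin compound, wait 10 min at room temperature, add HMU-PC0 substrate at 9 uM final, incubate 60 min at 37 °C, add stop solution raising pH to 10, read fluorescence.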
CXXC DNA block: MLL CXXC-DNA interaction inhibition | Potency, µM (top dose mostly 115 µM), for the others: at the top dose activity change, negative = inhibition, actives largely listed as inhibitors | AID 2662 | MLL-CXXC / FITC-HOXA9 DNA fluorescence polarization | Q03164 | 290,000 compounds, 0.037% hits; active means well fitted inhibition curve with a large enough effect in the polarisation, with a control signal flat, not every such curve was filed as active; inconclusive means small, poorly fitted or top-dose-only effect, or effect the other way, or a change in a side signal; inactive means no such curve, though single readings can be large or run the other way; the % refers to the polarisation; further: potency means the concentration at half of the fitted maximal effect
Target sequence (Q03164 whole entry, looked up): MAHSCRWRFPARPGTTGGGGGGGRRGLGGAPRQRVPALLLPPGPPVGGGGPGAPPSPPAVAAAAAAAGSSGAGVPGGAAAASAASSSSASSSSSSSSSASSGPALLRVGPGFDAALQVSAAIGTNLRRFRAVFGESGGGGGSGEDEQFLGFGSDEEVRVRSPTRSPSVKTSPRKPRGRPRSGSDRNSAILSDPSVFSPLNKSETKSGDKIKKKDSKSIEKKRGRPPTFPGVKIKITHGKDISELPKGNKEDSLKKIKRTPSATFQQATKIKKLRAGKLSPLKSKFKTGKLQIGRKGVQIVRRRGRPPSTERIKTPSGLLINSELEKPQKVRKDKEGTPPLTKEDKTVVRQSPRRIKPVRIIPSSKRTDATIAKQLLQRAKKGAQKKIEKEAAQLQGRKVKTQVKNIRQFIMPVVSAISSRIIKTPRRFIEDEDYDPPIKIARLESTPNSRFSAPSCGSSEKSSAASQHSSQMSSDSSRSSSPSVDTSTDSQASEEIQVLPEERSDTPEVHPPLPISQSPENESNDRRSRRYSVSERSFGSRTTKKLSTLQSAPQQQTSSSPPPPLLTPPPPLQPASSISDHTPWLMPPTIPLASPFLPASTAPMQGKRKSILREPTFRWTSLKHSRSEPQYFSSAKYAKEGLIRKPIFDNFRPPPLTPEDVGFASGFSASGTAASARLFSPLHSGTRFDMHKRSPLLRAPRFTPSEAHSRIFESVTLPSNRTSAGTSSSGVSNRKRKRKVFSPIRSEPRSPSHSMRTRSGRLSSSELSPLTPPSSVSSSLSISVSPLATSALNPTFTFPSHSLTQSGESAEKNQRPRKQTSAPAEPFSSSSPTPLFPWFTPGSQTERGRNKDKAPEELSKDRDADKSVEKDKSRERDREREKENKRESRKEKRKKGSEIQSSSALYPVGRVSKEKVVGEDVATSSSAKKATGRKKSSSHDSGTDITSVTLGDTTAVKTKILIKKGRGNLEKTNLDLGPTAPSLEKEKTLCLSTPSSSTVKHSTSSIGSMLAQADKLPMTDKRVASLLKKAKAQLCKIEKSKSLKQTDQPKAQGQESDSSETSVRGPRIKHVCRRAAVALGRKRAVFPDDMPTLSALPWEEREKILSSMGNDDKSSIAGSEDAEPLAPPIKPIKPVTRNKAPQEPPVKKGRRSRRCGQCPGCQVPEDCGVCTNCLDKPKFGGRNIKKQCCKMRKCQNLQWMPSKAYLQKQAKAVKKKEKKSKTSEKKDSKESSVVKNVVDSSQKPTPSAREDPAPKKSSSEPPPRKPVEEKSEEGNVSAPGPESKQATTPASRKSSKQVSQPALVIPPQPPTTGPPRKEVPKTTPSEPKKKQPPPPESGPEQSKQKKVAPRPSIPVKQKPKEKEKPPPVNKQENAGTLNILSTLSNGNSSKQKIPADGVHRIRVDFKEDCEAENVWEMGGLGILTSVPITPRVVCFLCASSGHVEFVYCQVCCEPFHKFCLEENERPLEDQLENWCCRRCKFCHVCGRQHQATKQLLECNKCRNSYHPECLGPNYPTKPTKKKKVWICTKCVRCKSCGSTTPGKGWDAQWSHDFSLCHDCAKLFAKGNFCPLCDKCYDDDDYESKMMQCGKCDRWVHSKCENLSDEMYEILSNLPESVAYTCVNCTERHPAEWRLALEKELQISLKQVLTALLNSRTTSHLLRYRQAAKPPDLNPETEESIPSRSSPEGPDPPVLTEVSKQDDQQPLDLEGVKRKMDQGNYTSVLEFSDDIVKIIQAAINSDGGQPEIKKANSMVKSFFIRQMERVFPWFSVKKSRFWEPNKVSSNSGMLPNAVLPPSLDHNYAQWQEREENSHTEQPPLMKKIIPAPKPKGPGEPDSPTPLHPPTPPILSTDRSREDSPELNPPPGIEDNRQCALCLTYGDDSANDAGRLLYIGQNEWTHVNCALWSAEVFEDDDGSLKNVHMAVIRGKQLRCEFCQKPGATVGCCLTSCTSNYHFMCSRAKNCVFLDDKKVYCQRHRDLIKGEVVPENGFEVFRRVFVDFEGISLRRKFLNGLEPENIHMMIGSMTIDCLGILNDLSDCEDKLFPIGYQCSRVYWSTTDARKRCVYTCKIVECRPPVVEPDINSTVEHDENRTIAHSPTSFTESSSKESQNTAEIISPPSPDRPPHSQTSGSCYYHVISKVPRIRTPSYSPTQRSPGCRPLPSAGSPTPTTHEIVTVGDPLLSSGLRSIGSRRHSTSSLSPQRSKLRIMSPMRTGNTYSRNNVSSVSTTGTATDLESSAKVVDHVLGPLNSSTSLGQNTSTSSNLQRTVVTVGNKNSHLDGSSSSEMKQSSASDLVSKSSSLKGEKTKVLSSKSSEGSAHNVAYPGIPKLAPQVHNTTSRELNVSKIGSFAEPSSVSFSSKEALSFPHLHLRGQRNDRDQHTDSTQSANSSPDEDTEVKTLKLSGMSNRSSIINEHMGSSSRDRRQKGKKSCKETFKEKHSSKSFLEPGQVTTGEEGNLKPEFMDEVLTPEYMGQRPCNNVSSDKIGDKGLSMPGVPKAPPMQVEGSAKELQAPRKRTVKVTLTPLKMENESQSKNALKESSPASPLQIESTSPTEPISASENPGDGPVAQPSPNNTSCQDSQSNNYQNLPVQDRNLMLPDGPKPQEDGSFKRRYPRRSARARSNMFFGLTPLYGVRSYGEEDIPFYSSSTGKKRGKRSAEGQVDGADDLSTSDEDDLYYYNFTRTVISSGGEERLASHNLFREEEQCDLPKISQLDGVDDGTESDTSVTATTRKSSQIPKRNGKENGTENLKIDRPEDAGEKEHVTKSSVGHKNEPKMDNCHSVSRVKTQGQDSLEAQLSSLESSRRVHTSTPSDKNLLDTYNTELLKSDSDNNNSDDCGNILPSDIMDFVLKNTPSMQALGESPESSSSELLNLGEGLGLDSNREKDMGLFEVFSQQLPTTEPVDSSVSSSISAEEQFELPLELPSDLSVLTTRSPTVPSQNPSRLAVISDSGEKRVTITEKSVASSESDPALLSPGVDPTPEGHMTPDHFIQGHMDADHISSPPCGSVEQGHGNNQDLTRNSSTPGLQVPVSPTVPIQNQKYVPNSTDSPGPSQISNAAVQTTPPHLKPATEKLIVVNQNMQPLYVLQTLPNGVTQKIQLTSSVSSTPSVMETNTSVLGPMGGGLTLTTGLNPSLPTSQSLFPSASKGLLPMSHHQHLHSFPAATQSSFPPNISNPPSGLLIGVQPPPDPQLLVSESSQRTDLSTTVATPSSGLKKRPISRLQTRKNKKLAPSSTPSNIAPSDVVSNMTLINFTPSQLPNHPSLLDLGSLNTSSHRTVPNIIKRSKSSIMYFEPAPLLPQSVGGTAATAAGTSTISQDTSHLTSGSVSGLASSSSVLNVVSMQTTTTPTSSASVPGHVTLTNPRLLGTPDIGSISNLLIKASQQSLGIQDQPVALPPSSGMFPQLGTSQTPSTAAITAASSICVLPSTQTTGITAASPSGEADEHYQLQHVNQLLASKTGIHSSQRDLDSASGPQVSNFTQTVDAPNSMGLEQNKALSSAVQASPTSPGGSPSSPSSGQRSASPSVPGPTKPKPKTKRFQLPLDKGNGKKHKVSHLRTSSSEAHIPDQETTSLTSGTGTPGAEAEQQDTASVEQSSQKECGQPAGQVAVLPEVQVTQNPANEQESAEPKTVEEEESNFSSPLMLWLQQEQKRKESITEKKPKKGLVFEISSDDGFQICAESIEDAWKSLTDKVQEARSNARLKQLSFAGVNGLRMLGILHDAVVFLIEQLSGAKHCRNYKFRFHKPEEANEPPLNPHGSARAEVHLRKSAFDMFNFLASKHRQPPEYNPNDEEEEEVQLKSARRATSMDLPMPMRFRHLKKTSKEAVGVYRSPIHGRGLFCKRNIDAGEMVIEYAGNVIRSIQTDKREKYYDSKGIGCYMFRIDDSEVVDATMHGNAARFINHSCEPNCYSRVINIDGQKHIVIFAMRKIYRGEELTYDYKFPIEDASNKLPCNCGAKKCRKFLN
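Purified MLL-CXXC (added from a 7 uM solution) was preincubated 5 min at ambient with pinned compounds in 50 mM Tris-HCl pH 7.5, 50 mM NaCl, 1 mM DTT, 0.05% BSA. Fluorescein-labeled HOX-A9 DNA (50 nM solution) followed, 30 min, then polarization read.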
MBNL1-CUG inh: MBNL1-poly(CUG) RNA binding inhibition; Q9NR56; TR-FRET MBNL1-His/biotin-(CUG)12 binding, 665/545 ratio; Potency, µM (doses to about 57.5 µM), inactives show top-dose activity change, negative = inhibition, usual class: inhibitors; 280,000 compounds, 0.036% hits; AID 2675; active means well fitted inhibition curve with a large enough effect in the signal ratio, with a control signal flat, not every such curve was filed as active; inconclusive means small, poorly fitted or top-dose-only effect, or effect the other way, or a change in a side signal; inactive means no such curve, though single readings can be large or run the other way; the % refers to the signal ratio; further: potency means the concentration at half of the fitted maximal effect; on the % scale 0 is the no-effect control and ±100 the full control effect
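Compound titration spanned 92 nM–58 uM against the MBNL1-His/biotin-(CUG)12 complex. After 60 min at room temperature with 5 nM streptavidin-XL665 and 0.055 ng/ul terbium anti-His, ratiometric 665/545 nm emission (Ex 340 nm) normalized to controls.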
Integrin act MD: activates integrin-mediated alleviation for muscular dystrophy | Potency, µM (series often up to 38.3 µM), for the others: at the highest dose activation, actives largely listed as activators | alpha7betagal myoblasts, beta-gal FDG fluorescence, 48 h | 350,000 compounds, 0.064% hits;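 further: potency means the concentration at half of the fitted maximal effect; 100% = response of the positive control SU9516; nearly all actives have a fitted effect of over 60% in size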
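Alpha7betagal+/- myoblasts (passage 13) were plated 16-24 hr, then exposed to compounds (1:260 dilution of DMSO stock) for 48 hours at 37C. After MPER lysis, β-galactosidase reporter activity was read as FDG fluorescence (ex 480/em 540) after 30 minutes.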
GALK inhibitor: inhibitors of human galactokinase. Purified GALK, Kinase-Glo residual ATP luminescence. Potency, µM (series often up to 57.5 µM), for the others: at the highest dose activity change, negative = inhibition, actives largely listed as inhibitors. 270,000 compounds, 0.007% hits. AID 1868; further: potency means the concentration at half of the fitted maximal effect; on the % scale 0 is the no-effect control and ±100 the full control effect
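GALK at 5 nM final was combined with compound, 35 uM ATP and 100 uM galactose in HEPES pH8.0 with MgCl2 and DTT. The reaction ran one hour at room temperature before luminescent ATP detection.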
Coupling enz: inhibits coupling enzyme system, counter-screen for aldolase hits; 290,000 compounds, 0.67% hits; coupling enzyme system counterscreen, AmpLite Red fluorescence; activity change, negative = inhibition, % at 58.2 µM, hits read low; AID 2472; in the data active means activity change below about -30%; further: on the % scale 0 is the no-effect control and ±100 the full control effect
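Final compound at 57.5 uM, incubated 10 min at RT with coupling enzyme reagent (glyceraldehyde-3-phosphate), then 20 min with substrate and AmpLite Red detection. Fluorescence read at 525/598 nm; tests interference with the coupling assay, not aldolase inhibition.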
* marks the source's active call; other numbers are inactive results; i = inactive; ? = inconclusive; · = not tested or not shown; [ ] = dose if it differs, or a comment. Unless noted, the call rests on the fitted dose curve; in most records, active means well fitted curve in the direction sought with a large enough effect; inconclusive means small, poorly fitted or top-dose-only effect, or another doubt; inactive means no such curve, though single readings can be large; an effect the other way counts as inactive or inconclusive.

molecule	CXXC DNA block	S-ASM inh	A-T KAP1 phos	KCNH2 3.1 inh	Coupling enz	MBNL1-CUG inh	TRPV1 ag	hERG WT inh	Integrin act MD	GALK inhibitor
COc1cc2sc(C)nc2c2ccccc12	-2.6%	-2.3%	6.6%	14.8	-32.0*	-2.4%	-2.6	·	3.9%	1.8%
O=C1CC2C(=O)NCCN2C(=NC(=O)c2ccc(Cl)cc2)N1 (stereo not drawn)	6.9%	-0.9%	3.9%	-3.6	-0.9	·	1.7	-1.0	38.8%	1.4%
O=C(NCCc1ccccc1)C1(c2ccccc2)CCCC1	-6.8%	2.3%	13.8%	-5.7	3.6	-2.6%	25.1	-1.9	-12.2%	2.7%
CSc1ccccc1NC(=O)c1csc(C)c1	?	0.8%	2.6%	-1.2	-0.3	-10.1%	7.7	12.5	15.9%	-2.7%
O=C(O)c1cc(S(=O)(=O)Nc2ccc3cn[nH]c3c2)ccc1O	·	26.6%	10.1%	-3.9	·	·	-1.3	-1.3	-9.2%	·
COCCCNC(=O)c1ccccc1Sc1ccc(NC(C)=O)nc1	-5.6%	4.3%	0.3%	-1.4	-0.3	61.3%[activator]	-1.6	8.4	-12.1%	0.5%
Cc1ccc(-c2ccc(=O)n(CC(=O)N3CCN(c4cc(Cl)ccc4C)CC3)n2)cc1	-3.0%	?	-1.9%	-24.9	4.2	0.4%	4.1	1.3	16.4%	3.3%
COCCNc1nnc(SCC(=O)N(C)c2c(N)n(Cc3ccccc3)c(=O)[nH]c2=O)s1	·	5.8%	-3.5%	-1.7	·	·	-0.3	-3.7	0.5%	·
C=CCOc1ccc(/C=C/C(=O)OCC(=O)NNC(=O)c2ccccc2F)cc1	·	-1.5%	4.9%	-13.2	·	·	·	-3.0	17.6%	·
CC(C)OP(=O)(c1ccc(N(C)C)cc1)C(O)c1ccc(C(C)C)cc1 (stereo not drawn)	10.5%	-1.6%	-8.8%	15.0	0.6	-0.6%	8.5	11.3	-62.9%[inhibitor]	2.0%
Cc1ccc(C(=O)NCCc2nnc3ccc(SCC(=O)Nc4c(C)cc(C)cc4C)nn23)cc1	6.1%	-2.7%	-0.8%	-2.3	1.9	?	-5.5	7.9	-17.4%	1.5%
COc1ccc(-n2nc3c(c2NC(=O)COc2ccccc2)CS(=O)C3)cc1 (stereo not drawn)	-4.1%	0.8%	-1.4%	·	·	-0.7%	-0.5	25.3	16.3%	3.0%
COc1ccc(C(=O)NC2CCN(C(=S)Nc3ccccc3)CC2)cc1	-7.2%	-3.0%	2.8%[11.5 µM]	7.6	1.9	-5.9%	-0.4	i	17.0%	0.4%
CCOc1ccc(N(C(C)C(=O)N/N=C(\C)c2cccc(NC(=O)c3ccccc3)c2)S(C)(=O)=O)cc1 (stereo not drawn)	22.9%	-10.0%	-1.3%	-13.2	0.7	-8.5%	-2.3	-2.3	-15.0%	·
Cc1ccc(C(=O)c2oc3ccccc3c2N)cc1	2.0%	-2.6%	-4.0%	-5.3	-0.9	22.3%	6.2	-1.4	-13.3%	0.3%
CCc1cccc2c(N=O)c(O)[nH]c12	-0.2%	0.6%	-4.9%	9.4	0.8	10.2%	-3.5	21.0	22.4%	1.5%
CCN1CCN(S(=O)(=O)c2ccc(F)c(C(=O)Nc3c(F)cc(F)cc3Br)c2)CC1	11.5%	0.2%	-6.5%	0.2	-1.6	2.4%	-2.4	-33.9	20.1%	-0.5%
Cc1cc(C)c(S(=O)(=O)NC2CC(C)(C)NC(C)(C)C2)cc1Br	-4.3%	3.5%	3.3%	0.8	0.7	-0.1%	1.2	3.0	-40.9%	1.0%
c1cnc2nc(-c3ccc4c(c3)OCO4)cn2c1	-0.3%	266.4%[activator]	1.9%	8.8	-1.3	?	-2.6	-17.6	7.9%	-1.6%
Cc1ccc2nc(SCC(=O)Nc3oc(C)c4c(C)n[nH]c(=O)c34)[nH]c2c1	·	-1.3%	4.1%	7.8	·	·	0.7	5.5	7.1%	·

One compound at a time (already shown). Values in the order: CXXC DNA block	S-ASM inh	A-T KAP1 phos	KCNH2 3.1 inh	Coupling enz	MBNL1-CUG inh	TRPV1 ag	hERG WT inh	Integrin act MD	GALK inhibitor
c1cnc2nc(-c3ccc4c(c3)OCO4)cn2c1 is listed with -0.3%	266.4%[activator]	1.9%	8.8	-1.3	?	-2.6	-17.6	7.9%	-1.6%
Cc1cc(C)c(S(=O)(=O)NC2CC(C)(C)NC(C)(C)C2)cc1Br is listed with -4.3%	3.5%	3.3%	0.8	0.7	-0.1%	1.2	3.0	-40.9%	1.0%
C=CCOc1ccc(/C=C/C(=O)OCC(=O)NNC(=O)c2ccccc2F)cc1 is listed with ·	-1.5%	4.9%	-13.2	·	·	·	-3.0	17.6%	·
Cc1ccc(-c2ccc(=O)n(CC(=O)N3CCN(c4cc(Cl)ccc4C)CC3)n2)cc1 is listed with -3.0%	?	-1.9%	-24.9	4.2	0.4%	4.1	1.3	16.4%	3.3%

Next compounds follow.
molecule	CXXC DNA block	S-ASM inh	A-T KAP1 phos	KCNH2 3.1 inh	Coupling enz	MBNL1-CUG inh	TRPV1 ag	hERG WT inh	Integrin act MD	GALK inhibitor
Cc1nc2nc(SCC(=O)Nc3cccc(F)c3)[nH]c2cc1Br	5.2%	3.2%	-7.5%	-1.4	-0.7	30.1%[activator]	11.9	-16.8	-48.1%[inhibitor]	-5.0%
CCn1nc(C)c(NC(=O)c2cc(Br)ccc2Cl)c1C	1.3%	0.3%	-1.8%	23.9	1.8	-10.8%	6.0	-26.6	-13.5%	1.9%
Cc1ccc(S(=O)(=O)N(Cc2cccnc2)Cc2cc3ccccc3[nH]c2=O)cc1	-4.8%	-0.6%	-11.3%	2.7	-2.1	1.1%	0.4	3.2	-5.3%	4.1%
CCn1c(CNC(=O)c2ccc(Cl)cc2)nnc1SCC(=O)NC1=NCCS1	-2.0%	2.1%	2.3%	16.3	-2.7	2.6%	-1.3	-21.4	9.7%	0.3%
COc1cc2c(cc1OC)CC1(CCCCC1)N=C2	1.1%	52.7%[activator]	3.8%	-1.0	-0.4	-4.1%	-0.5	-6.0	-6.8%	1.7%
COc1cc(/C=C/C(=O)c2ccc3c(c2)OCCO3)cc(Br)c1OCC(=O)N(C)C	?	-0.1%	?	-0.4	4.0	-2.6%	2.8	0.0	-75.8%[inhibitor]	7.1%
CN1CCN(C(=O)c2cccc(COc3cc(Cl)ccc3Cl)c2)CC1	-2.5%	3.0%	5.1%	-12.9	2.0	-6.8%	8.2	-10.9	-12.4%	-0.3%
COc1ccc(C=CC(O)CCN2CCC3CCC(C3)C2)cc1 (stereo not drawn)	·	-2.0%	·	-34.1	·	·	·	7.8	-20.9%	·
CCCCn1c(SCC(=O)/C(C#N)=C(\C)N)nc2ccccc2c1=O	3.9%	-5.3%	-9.1%	17.9	2.2	28.6%	?	-1.3	20.0%	1.3%
O=C(COc1cc2oc(=O)cc(-c3ccccc3)c2cc1Cl)NCCN1CCOCC1	6.1%	-2.1%	1.7%	3.0	1.5	?	1.1	2.1	22.1%	-1.4%
Cc1ccc(-n2nnc(-c3nccn3C)n2)cc1	-19.9%	3.2%	-12.5%	·	-0.7	-2.1%	4.5	·	21.2%	-6.1%
CC(C)COc1ccc(/C(=N/O)c2ccccc2)cc1	8.7%	-12.2%	-1.7%	2.6	2.4	0.1%	19.8	-0.2	23.4%	-0.1%
CC(NC(=O)Cn1nc(C(F)(F)F)c2c1CCC2)c1ccccc1 (stereo not drawn)	4.4%	1.6%	4.8%	5.5	1.4	-2.2%	29.3	-3.6	1.0%	0.0%
Cc1ccc2nc(SCC(=O)NCc3cccs3)[nH]c2c1	2.3%	0.1%	-4.2%	-1.5	-8.5	-7.4%	?	1.0	6.6%	9.4%
Cc1ccc(Cc2cnc(NC(=O)/C(C#N)=C/c3ccc(-c4ccc([N+](=O)[O-])cc4)o3)s2)cc1	3.8%	0.2%	-1.3%	-0.3	0.0	1.0%	4.7	16.8	20.7%	0.1%
Cc1cc(NC(=O)c2sccc2C)n(-c2nc3ccccc3[nH]2)n1	-4.2%	-18.2%	?	6.3	-1.7	-4.1%	19.9	2.0	-61.0%[inhibitor]	-0.4%
